Compound activity (PubChem BioAssay)
PKA-R2B act = activators of PKA-R2B holoenzyme, primary screen, biochemical, fluorescence polarization, Cy5-IP20, human; cAMP-dependent protein kinase catalytic subunit beta (Homo sapiens) + cAMP-dependent …; PKA-R2B holoenzyme dissociation; R2B truncated from residue 108, S112A mutant; 0% DMSO only, 100% 113 µM cGMP; activation, % at 11.4 µM; 0.079% of 340,000 active; AID 504700, 2011;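 active = activation above a cutoff set at the mean over all compounds plus 3 SD, cut at about 18% in these data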;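 also: higher means more holoenzyme dissociation and a rise in polarization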
CAL PDZ FP-1 = CAL PDZ peptide-binding inhibitors, primary screen, biochemical, fluorescence polarization, Cer-tagged CAL PDZ, HTS | Golgi-associated PDZ and coiled-coil motif-containing protein (Homo sapiens), Q9HD26 | purified CAL PDZ, TMR-peptide fluorescence polarization, 1 h | inhibition, % at 20 µM | 0.02% of 330,000 active | AID 504414, 2011;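 active = highest replicate inhibition of at least 40%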;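 also: plate controls were DMSO neutral control wells for no effect and unlabeled competitor peptide control wells for full effect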
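System: purified tagged CAL PDZ domain construct (CerCALP). Schedule: 1 h incubation at room temperature before polarization reading. Medium: 25 mM sodium phosphate pH 7.4, 150 mM NaCl, TCEP, IgG, Thesit. Read-out: percent inhibition from loss of millipolarization. Measured by: FP readout, S and P plane fluorescence. Probe or stimulus: fluorescent TMR peptide probe.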
SR-BI DiI-HDL act = activators of SR-BI mediated DiI-HDL uptake, primary screen, ldlA[mSR-BI] CHO cells, DiI fluorescence. 3 h; 100 = double the neutral-control signal. activation, % at 12.5 µM. 0.096% of 320,000 active. AID 504775, 2011;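 active = mean replicate activation of at least 60% and every replicate at or above 60%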;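 also: 0% = median plate neutral-control signal and 100% = twice that signal; values of inactives mirror those of a sister screen read the other way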
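system = CHO ldlA[mSR-BI] cells, LDL receptor-null, SR-BI overexpressing | medium = Ham's F12 with 0.5% BSA, HEPES 25 mM, pH 7.4 | probe or stimulus = DiI-HDL 10 µg/mL | compound dosing = single-point compound dose | incubation = compound exposure 3 h, 37 °C | technique = DiI fluorescence, bottom read | read-out = cell-associated DiI fluorescence as measure of HDL uptake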
C-LANA FP = inhibitors of KSHV C-LANA binding to DNA, primary screen, biochemical, fluorescence polarization, FAM-LBS DNA, MBP-C-LANA, single point | Kaposi's sarcoma herpesvirus LANA C-terminal domain (residues 932-1162) DNA binding | inhibition, % at 9 µM | 0.078% of 340,000 active;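 active = highest replicate inhibition at or above 60% at 9 µM, even if other replicates fall short; inactive = all replicates below 60% inhibition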;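 also: 0% = neutral control wells and 100% = 4 µM acridine orange control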
DAGLB inh = DAGLB lipase inhibitors, primary screen, biochemical, fluorescence, HTS; 0.059% of 340,000 active; AID 504411, 2011; inhibition, % at 5.17 µM; HEK293T DAGLB membrane lysate, EnzChek fluorogenic substrate; in the data active = inhibition above about 34%;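 also: 0% = enzyme with vehicle and 100% = wells lacking enzyme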
Target sequence (Q8NCG7 whole entry, looked up): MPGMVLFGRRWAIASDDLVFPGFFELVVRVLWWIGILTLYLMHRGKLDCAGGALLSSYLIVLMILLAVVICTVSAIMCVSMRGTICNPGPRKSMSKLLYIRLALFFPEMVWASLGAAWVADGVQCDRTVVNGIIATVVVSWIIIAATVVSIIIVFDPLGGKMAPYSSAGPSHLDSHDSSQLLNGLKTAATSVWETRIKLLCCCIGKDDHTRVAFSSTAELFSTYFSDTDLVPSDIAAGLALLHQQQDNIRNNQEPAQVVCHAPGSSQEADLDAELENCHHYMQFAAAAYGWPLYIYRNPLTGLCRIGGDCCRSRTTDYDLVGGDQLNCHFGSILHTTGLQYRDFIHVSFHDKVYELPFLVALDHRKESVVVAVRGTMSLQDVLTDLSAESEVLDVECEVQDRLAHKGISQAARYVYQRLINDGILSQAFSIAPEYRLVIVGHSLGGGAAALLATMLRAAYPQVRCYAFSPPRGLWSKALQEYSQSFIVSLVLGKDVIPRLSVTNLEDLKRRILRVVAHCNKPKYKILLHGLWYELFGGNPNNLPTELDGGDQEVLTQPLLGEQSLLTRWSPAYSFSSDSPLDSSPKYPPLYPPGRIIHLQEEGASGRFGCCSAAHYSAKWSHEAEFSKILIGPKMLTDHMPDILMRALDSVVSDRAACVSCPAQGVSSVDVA
Cardiac RTF inh = cardiac RTF calcium sensitivity inhibitors, primary screen, biochemical, IANBD-TnC fluorescence, EC70 calcium; 0.12% of 340,000 active; Troponin I, cardiac muscle (Homo sapiens) + Troponin T, cardiac muscle (Homo sapiens) + …; inhibition, % at 7.15 µM; IANBD-labeled cardiac RTF, Ca2+ fluorescence;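 active = inhibition above the mean inhibition of all tested compounds plus 3 SD, cut at about 17% in these data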;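 also: assay run at fixed EC70 calcium of 1.6 mM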
CAL PDZ FP-2 = untagged CAL PDZ binding inhibitors, primary screen, biochemical, fluorescence polarization, HTS; Golgi-associated PDZ and coiled-coil motif-containing protein (Homo sapiens), Q9HD26; 0.92% of 300,000 active; purified CAL PDZ, TMR-peptide fluorescence polarization, 1 h; AID 602252, 2012; inhibition, % at 24.9 µM;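 active = mean inhibition of at least 30% with at least half of replicates also reaching 30%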;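 also: 0% = DMSO neutral control and 100% = excess unlabeled competitor peptide PRC23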
Rtt109 Vps75 = inhibitors of C. albicans Rtt109/Vps75 HAT, primary screen, biochemical, ThioGlo CoA-SH fluorescence, plate reader; Histone acetyltransferase RTT109 (Candida albicans (strain SC5314 / ATCC MYA-2876)), …; purified Rtt109/Vps75, 4 h; inhibition, % at 34.9 µM; 0.16% of 330,000 active;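 active = inhibition of at least 50% in every replicate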
Target sequence (Q5AAJ8 whole entry, looked up): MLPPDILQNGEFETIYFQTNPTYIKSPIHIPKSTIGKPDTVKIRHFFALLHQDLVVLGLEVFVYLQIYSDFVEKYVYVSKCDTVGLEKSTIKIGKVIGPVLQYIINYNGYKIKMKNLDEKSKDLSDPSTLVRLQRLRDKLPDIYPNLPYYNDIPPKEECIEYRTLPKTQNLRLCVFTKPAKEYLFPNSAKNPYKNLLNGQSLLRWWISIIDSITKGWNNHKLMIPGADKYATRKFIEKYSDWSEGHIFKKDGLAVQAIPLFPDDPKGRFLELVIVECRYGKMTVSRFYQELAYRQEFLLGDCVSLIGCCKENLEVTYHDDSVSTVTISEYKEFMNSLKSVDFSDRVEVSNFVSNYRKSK
Keap1 Nrf2 FP = Keap1-Nrf2 protein-protein interaction inhibitors, primary screen, biochemical, fluorescence polarization, single point. 0.15% of 340,000 active. AID 504523, 2011. inhibition, % at 9.4 µM. Kelch-like ECH-associated protein 1 (Homo sapiens), Q14145. Keap1 Kelch-Nrf2 peptide fluorescence polarization, 1536-well; in the data active = inhibition above about 12%;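 also: human Keap1 Kelch domain with fluorescein labeled Nrf2 9mer peptide probe; 0% = neutral control wells and 100% = peptide positive control; higher means more block of Keap1 binding to Nrf2 peptide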
RTF Ca sens act = cardiac RTF calcium sensitivity activators, primary screen, biochemical, IANBD-TnC fluorescence, EC20 calcium | Troponin I, cardiac muscle (Homo sapiens) + Troponin T, cardiac muscle (Homo sapiens) + … | IANBD-labeled TnC RTF fluorescence at EC20 calcium; 0% EC20 calcium, 100% full calcium | activation, % at 7.2 µM | 0.24% of 340,000 active;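 active = activation above the mean over all tested compounds plus 3 SD, cut at about 30% in these data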;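 also: rise in fluorescence read as greater calcium sensitivity of cardiac thin filaments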
An asterisk follows results filed as active; x = not tested or not shown; & = joins results of further samples. An unsorted share of the library. Share with any hit: about 1.6%.

The opening 2 entries as a preview:
SMILES	PKA-R2B act	CAL PDZ FP-1	SR-BI DiI-HDL act	C-LANA FP	DAGLB inh	Cardiac RTF inh	CAL PDZ FP-2	Rtt109 Vps75	Keap1 Nrf2 FP	RTF Ca sens act
CC1CN(C(=O)CCC(=O)N2CCN(c3ccccn3)CC2)c2ccccc2O1 (centres undefined)	-4	0.3	-9	-0.2	0	-6	-2	-1	3	0
O=C1COc2ccc(S(=O)(=O)N3CCN(c4cccc(Cl)c4)CC3)cc2N1	-6	-0.4	-1	-1.4	1	0	5	26	-1	-6

The list itself, from the first entry:
SMILES	PKA-R2B act	CAL PDZ FP-1	SR-BI DiI-HDL act	C-LANA FP	DAGLB inh	Cardiac RTF inh	CAL PDZ FP-2	Rtt109 Vps75	Keap1 Nrf2 FP	RTF Ca sens act
CC1CN(C(=O)CCC(=O)N2CCN(c3ccccn3)CC2)c2ccccc2O1 (centres undefined)	-4	0.3	-9	-0.2	0	-6	-2	-1	3	0
O=C1COc2ccc(S(=O)(=O)N3CCN(c4cccc(Cl)c4)CC3)cc2N1	-6	-0.4	-1	-1.4	1	0	5	26	-1	-6
N#Cc1c(Nc2ccc(Cl)cc2)s[nH]c1=O	0	0.1	-7	0.3	3	1	-2	-9	-3	-6
CCN(CC)C(=O)N1c2ccccc2Sc2ccccc21	11	-2.5	-2	-1.7	-3	0	x	-4	-6	2
COc1ccc(Cc2nnc(Nc3ccc(Cl)cc3)[nH]c2=O)cc1	5	-3.4	5	2.9	3	2	1	-2	3	2
O=C(CSc1nc2ccccc2s1)N1c2ccccc2Sc2ccc(C(F)(F)F)cc21	6	0.0	-19	-1.2	-19	-3	5	-2	1	-3
COc1ccc(CNC(=O)c2cc(C(C)=O)c[nH]2)cc1	-9	-0.8	8	-1.7	-2	-4	-2	x	-5	1
COc1ccc(OC)c(NC2c3ncccc3C(=O)N2Cc2ccco2)c1 (centres undefined)	-4	-0.9	-2	-1.0	3	-10	1	1	-2	-10
Cc1ccc(-c2nc(=O)[nH]c3ccccc23)cc1	10	-1.6	11	-1.2	-2	3	-2	-2	6	11
Cc1ccc(C(C)C)c2oc(=O)cc(-c3ccc(-c4ccc(C(F)(F)F)cc4)cc3)c12	-4	-0.1	-17	0.9	-4	-2	-7	10	-6	1
O=C(OCC(=O)N1CCC(Cc2ccccc2)CC1)c1ccccc1NCCO	-6	-1.9	-43	-2.1	-2	3	0	-21	-4	-9
O=C(NC12CCC(O)C(SC1)/C2=N/O)c1ccccc1 (centres undefined)	-13	0.4	-8	-1.4	2	-7	-3	-2	6	3
Cc1cccc(C(=O)OCC(=O)N2CCCC2=O)c1O	13	-2.8	9	-0.4	-2	-5	x	4	4	3
Cc1nnc(SCc2nc3sc4c(c3c(=O)[nH]2)CCCC4)[nH]c1=O	-10	-1.1	10	-0.5	2	-4	-6	-7	-1	3
O=C(O)C1Cc2ccccc2CN1C(=O)CSc1nnc2ccccn12 (centres undefined)	-2	-0.4	-15	-0.5	2	3	-4	4	0	1
NS(=O)(=O)c1ccc(CCN2C(=O)CCC2=O)cc1	-1	-0.5	x	9.1	2	-9	-2	4	-3	-2
O=C(Nc1ccc(S(=O)(=O)Nc2nccs2)cc1)/C(=C/c1ccccc1Cl)NC(=O)c1ccccc1	-1	-2.7	27	0.0	4	-4	-6	11	2	-7
O=C(O)/C=C/C(=O)N1CCc2ccccc21	2	-2.9	10	0.7	1	-7	2	4	0	3
O=C(/C=C/c1ccccc1Cl)NCCCn1ccnc1	0	0.5	-11	19	0	-10	x	-1	38*	2
Cc1cccc(C)c1NC(=O)CSc1nc2c([nH]1)c(=O)n(C)c(=O)n2C	-8	-1.5	x	-0.4	0	3	-3	0	-1	-5
COCCC(=O)N1CCC(Oc2ccc(C(=O)N3C[C@@H]4CCC[C@H]3C4)cc2)CC1	-15	-2.5	-9	-0.5	-2	-6	1	-3	-1	0
NS(=O)(=O)c1ccc(CCNC(=O)C2CCCN(S(=O)(=O)c3cccnc3)C2)cc1 (centres undefined)	4	0.1	17	1.3	1	-2	0	-4	1	3
CC(=O)N1CCC(N2CCN(c3ccccc3F)CC2)CC1	-6	-0.7	-2	0.2	-2	-4	x	3	-4	2
CCn1cc([N+](=O)[O-])c(C(=O)Nc2ccn(Cc3ccccc3)n2)n1	-10	0.3	9	0.4	0	4	1	-2	-1	23
O=C(NC(=S)Nc1ccc(S(=O)(=O)N2CCCCC2)cc1)c1ccccc1	-10	-1.4	x	-0.2	-8	1	5	x	-1	-2
CC1CC(C)CN(S(=O)(=O)c2ccc(C(=O)N3CC(C)OC(C)C3)cc2)C1 (centres undefined)	7	0.6	15	-1.4	0	16	-2	1	1	2
CCCOC(=O)c1ccc(O)c(OC)c1	3	0.2	10	-2.7	2	1	-4	-6	-2	2
Cc1cccc(NC(=O)N2CCC(NC(=O)C3CCCCC3)CC2)c1	2	-0.7	x	0.2	-2	-12	3	-4	0	-4
COc1ccc(-c2oc(NC(=O)c3ccc(C)cc3)c(C#N)c2-c2ccc(OC)cc2)cc1	-4	-0.3	-45	0.0	0	1	x	1	-2	0
CCOc1ccccc1NC(=O)COn1nnc2ccccc21	-4	-0.9	-5	2.0	-4	0	0	3	-1	3
COc1cc2c(cc1OC)C(c1cc(OC)c(OC)c(OC)c1)NCC2 (centres undefined)	1	-1.0	5&-10	3.0	1	-2	0	3&0	0	0
Cc1ccc(SCC(=O)N2CCOCC2)cc1	-11	x	25	1.0	-2	6	-5	-3	3	-1
O=C(CCl)NN1C(=O)NC2(CCCCC2)C1=O	3	-1.9	6	-2.7	1	-8	-3	-5	2	0
O=C(Cn1nnnc1CN1CCOCC1)N1CCC(c2cccc(Cl)c2)C1 (centres undefined)	1	-2.3	2	-1.8	0	1	0	-3	1	-6
O=C(O)CC(c1ccccc1)n1cccc1 (centres undefined)	10	-1.1	-11	0.1	3	-3	-10	2	-1	13
Cn1ccnc1CC(O)(c1ccccc1)c1ccccc1	-6	0.1	4	-1.8	2	-1	x	0	-3	-4
O=C(Cc1ccccc1)N1CCCC1c1ccccc1 (centres undefined)	-4	-0.6	12	0.6	-1	4	-5	8	0	0
O=C(NCc1ccccc1)c1ccccc1C(=O)c1ncc[nH]1	0	-0.3	22	-1.0	0	1	-2	1	-4	1
COc1ccc(/C=C2/C(=O)C(C)(C(C)C)CCC2C)cc1 (centres undefined)	2	0.1	x	1.2	-8	2	-7	10	-5	-2
O=C(C[C@H]1C[C@H](C(=O)N2CCOCC2)[C@@]2(CCC3CCCC3)c3[nH]c4cc(-c5ccco5)ccc4c3CCN2C1=O)NCc1ccco1	-1	-0.7	18	-0.1	3	-4	-2	-4	-6	-1
S=C(Nc1cccnc1)N1CCc2ccccc21	-8	-2.4	-2	-2.0	-3	-8	-6	-15	0	-3
CN(C)c1cc(=O)n2c(n1)SCCC2	-4	-0.2	4	-2.2	-1	-2	-4	5	-8	0
CC(=O)N1CCN=C1SCc1cccc(C)c1	0	-2.8	30	-0.7	-4	-1	-1	0	-1	-1
N#Cc1ccsc1NC(=O)CSc1ncn[nH]1	0	-2.4	10	-1.7	-3	4	x	-5	-6	1
CC1C(=O)N2CCCc3cc(NC(=O)CC(C)(C)C)cc1c32 (centres undefined)	-20	-1.8	-10	-0.2	-1	2	0	-6	0	9
O=C(NCN1C(=O)C2C3C=CC(C3)C2C1=O)Nc1nncs1 (centres undefined)	-5	-0.5	22	-1.3	1	-27	1	-7	-1	-4
COc1cc(OC)cc(C(=O)NCC(=O)NCCN2C(=O)S/C(=C\c3ccccc3Cl)C2=O)c1	-4	-4.8	-59	-0.9	-3	-4	-6	-5	-12	-1
O=C(CN(Cc1ccco1)C(=O)Cn1nnc(-c2cccs2)n1)NCC1CCCO1 (centres undefined)	0	-1.6	22	-0.7	0	-2	x	0	-5	7
O=C(NC1CCN(Cc2ccccc2)CC1)c1c(F)cccc1F	4	-0.8	-35	0.1	0	-7	-7	-8	2	2
Cc1cccc(CCN(CC(=O)NCc2ccc(F)cc2)C(=O)c2csnn2)c1	2	0.7	-48	-1.3	-2	12	5	-2	1	1
CCOCC(=O)Nc1cccc(OC)c1	-9	-0.6	10	3.1	-1	-10	66*	0	4	-3
Cc1ccc(C(=O)CCC(=O)Nc2cc(C)ccn2)cc1	-10	0.2	-1	-0.3	2	0	-4	-5	-7	0
CC(Oc1ccc2c3c(c(=O)oc2c1)CCCC3)C(=O)NCc1ccccn1 (centres undefined)	0	-1.8	32	-0.3	0	-10	x	7	-3	14
O=C(CSc1ncnc2sc3c(c12)CCCC3)N1CCC(c2noc3ccc(F)cc23)CC1	-2	x	-28	1.3	0	2	-3	-4	1	-4
O=C(NCCC1=CCCCC1)C1CCN(S(=O)(=O)c2ccccc2C(F)(F)F)CC1	2	-1.5	-50	0.6	-2	-15	x	-12	1	-2
CC(C(=O)NC(C)(C)C)N1C(=O)c2cccc3cccc(c23)C1=O (centres undefined)	0	-1.3	-16	-0.1	-3	-7	0	-7	1	2
CC(CNC(=O)c1cncc(O)c1)NC(=O)c1cncc(O)c1 (centres undefined)	-3	0.3	34	1.5	0	-2	0	-11	1	-7
CCCSc1nc(C)cc(C)c1S(C)(=O)=O	0	0.0	11	-0.3	-2	-4	-2	7	2	0
CC(=O)NC1=C(C#N)C(c2ccccc2)c2c(ccc3ccccc23)O1 (centres undefined)	-8	-3.3	4	1.1	1	-2	-1	3	-2	5
CC(=O)Nc1ccc(S(=O)(=O)NCCC(=O)NNC(=O)c2ccncc2)cc1	-11	-0.7	10	0.5	3	-7	-4	-5	-5	5
